Tb PFK inh = T. brucei PFK enzyme inhibition; O15648; T. brucei PFK, ADP-Glo luminescence; Potency, µM (top dose mostly 57.5 µM), for the others: top-dose activity, negative = inhibition, most hits filed as inhibitors; 0.17% of 330,000 active; AID 485367;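 further: potency means the concentration at half of the fitted maximal effect; 0% = uninhibited 1x PFK enzyme wells and -100% = no-enzyme wells; nearly all actives have a fitted effect of over 60% in size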
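PFK 1.25 nM, F6P 0.5 mM, ATP 0.1 mM, 0.1 M TEA pH 8.0, 5 mM MgCl2, 0.01% Tween20, 0.1% BSA; 45 min RT. ADP-Glo readout. qHTS titration up to 57 uM; curves fitted, compounds curve-classed.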
FBPA coupling cs = counter-screen for Giardia aldolase inhibitors: coupling enzyme system; activity change, negative = inhibition, % at 58.2 µM, hits read low; 0.67% of 290,000 active; AID 2472; coupling enzyme system counterscreen, AmpLite Red fluorescence; in the data active means activity change below about -30%; further: on the % scale 0 is the no-effect control and ±100 the full control effect
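Fluorescence at 525 nm excitation and 598 nm emission measured inhibition of the coupled detection system without aldolase. Compounds (at 57.5 uM final) were preincubated 10 min at room temperature with coupling enzyme reagent before a 20 min substrate/AmpLite Red step.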
GALK inh = inhibitors of human galactokinase. Purified GALK, Kinase-Glo residual ATP luminescence. Potency, µM (series often up to 57.5 µM), without a hit: at the top dose activity change, negative = inhibition, actives largely listed as inhibitors. 0.007% of 270,000 active; further: potency means the concentration at half of the fitted maximal effect; on the % scale 0 is the no-effect control and ±100 the full control effect
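GALK at 5 nM final was combined with compound, 35 uM ATP and 100 uM galactose in HEPES pH8.0 with MgCl2 and DTT. The reaction ran one hour at room temperature before luminescent ATP detection.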
AT treatment = potential ataxia-telangiectasia treatments restoring KAP-1 phosphorylation; […] A-T fibroblasts, KAP-1 phosphorylation AlphaLISA; neocarzinostatin DNA damage 30 min before lysis; Potency, µM (titrated, usually from 57.5 µM), for the others: at the top dose activation, actives largely listed as activators; 0.19% of 320,000 active; further: potency means the concentration at half of the fitted maximal effect; % of control where 0% means no effect; nearly all actives have a fitted effect of over 45% in size
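ATM-like activity read as KAP-1 phosphorylation via AlphaLISA donor/acceptor antibody pairs after lysis and 6 hr at 25C. Cells were ATM-null patient fibroblasts ([…], hTERT), dosed 60 min, then exposed to the DSB inducer NCS for 30 min.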
Giardia kill = Giardia lamblia killing; Giardia lamblia trophozoite viability; activity change, % at 7.66 µM, hits read low; 0.15% of 340,000 active; AID 540267; in the data active means activity change below about -80%; inconclusive means between about -30% and that limit;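 further: parasites exposed to compound for two days anaerobically before the ATP read; on the % scale 0 is the no-effect control and ±100 the full control effect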
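Trophozoites 100 cells/well + cpd; 48 hrs, 37 deg C, anaerobic. ATPLite 1-Step added, 15-30 min RT, luminescence read (ATP-based viability).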
Chronic BCR inh = blocks chronic active B-cell receptor signaling; 0.05% of 340,000 active; ABC-DLBCL IkBa-CBG/CBR reporter, luminescence ratio, 4 h; Potency, µM (titrated, usually from 46.1 µM), without a hit: at the highest dose ratio change, negative = lower green/red ratio, usual class: inhibitors; active means well fitted inhibition curve with a large enough effect in the signal ratio, with a control signal flat, not every such curve was filed as active; inconclusive means small, poorly fitted or top-dose-only effect, or effect the other way, or a change in a side signal; the % refers to the signal ratio;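 further: potency means the concentration at half of the fitted maximal effect; plate controls were basal doxycycline-induced cells for no effect and cells given 10 µM MG132 for full effect; MG132 reads +100%, hits lower the ratio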
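Doxycycline induced both beetle luciferases in TMD8 lymphoma cells; IKK-driven degradation limits the IkappaBalpha-fused green signal, while red luminescence normalises for cell number and nonspecific effects. Compounds tested up to 46 uM, 4 hrs.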
TSHR antag = human thyrotropin receptor antagonism. TSHR-expressing cells, TSH-stimulated cAMP HTRF, 2 h; active compounds read low. 0.2% of 330,000 active. P16473. activity change, negative = inhibition, % at 11.5 µM. AID 504810;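 active means activity change below a set negative limit, meaning inhibition stronger than a set level, cut at about -70% in these data; inconclusive means activity change between two set negative limits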; further: on the % scale 0 is the no-effect control and ±100 the full control effect
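Antagonism was scored as loss of TSH-driven cAMP in TSHR cells, stimulated with 4nM TSH (EC80) for 2 hours at 37 deg C and detected by homogeneous HTRF competition immunoassay.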
CXXC DNA block = inhibitors of human MLL CXXC domain-DNA interaction. Q03164. MLL-CXXC / FITC-HOXA9 DNA fluorescence polarization. Potency, µM (highest dose often 115 µM), inactives show at the top dose activity change, negative = inhibition, usual class: inhibitors. 0.037% of 290,000 active. AID 2662; active means well fitted inhibition curve with a large enough effect in the polarisation, with a control signal flat, not every such curve was filed as active; inconclusive means small, poorly fitted or top-dose-only effect, or effect the other way, or a change in a side signal; inactive means no such curve, though single readings can be large or run the other way; the % refers to the polarisation; further: potency means the concentration at half of the fitted maximal effect
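Steps: dispense CXXC domain solution (7 uM) → pin compounds or unlabeled HOX-A9 DNA control → 5 min ambient → add FLSN-HOX-A9 solution (50 nM) → spin → 30 min ambient → fluorescence polarization. Tris pH 7.5/NaCl/DTT/BSA buffer.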
TCR activator = activates T cell receptor signaling. primary human leukocytes, anti-CD3, IL-2 HTRF, 48 h. Potency, µM (top dose mostly 9.22 µM), for the others: at the highest dose activation of IL-2 secretion, usual class: activators. 330,000 tested, under 10 active; further: % of control where 0% means no effect
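IL-2 produced over 48 hr by a-CD3 bead-stimulated primary human leukocytes exposed to compounds was detected with a homogeneous time-resolved FRET immunoassay, 665nm acceptor signal after 320nm excitation.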
KCNH2 WT inh = inhibitors of human wildtype KCNH2 potassium channel; Q12809; U2OS, BacMam KCNH2, thallium flux FluxOr; active compounds read low; activity change, % at 1.84 µM; 0.37% of 340,000 active; AID 720551;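 active means maximum activity change below -70%; inconclusive means maximum activity change between -70% and -50%; inactive means maximum activity change above -50%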; further: on the % scale 0 is the no-effect control and ±100 the full control effect
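U2OS cells were transduced with wild-type KCNH2 virus (2.03 x 10^8 / mL) for 4 h at room temperature, then cultured overnight at 37 C. Thallium flux was read with FluxOr dye. Rate constants were normalized to DMSO controls.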
Numbers without * were called inactive; ? = inconclusive; · = not tested or not shown; & = joins results of further samples; [ ] = remark or other dose. Unless noted, the call rests on the fitted dose curve; in most records, active means well fitted curve in the direction sought with a large enough effect; inconclusive means small, poorly fitted or top-dose-only effect, or another doubt; inactive means no such curve, though single readings can be large; an effect the other way counts as inactive or inconclusive.

Results follow in this order: Tb PFK inh	KCNH2 WT inh	Chronic BCR inh	Giardia kill	GALK inh	AT treatment	TSHR antag	CXXC DNA block	FBPA coupling cs	TCR activator
1: COc1ccc(C(=O)[C@H]2[C@H]3C(=O)N(c4ccc(C)cc4)C(=O)[C@H]3C3C=CC=NN32)cc1 (stereo partly drawn)
→ -4.7%	-6.9	-3.1%	-2.8	2.2%	-3.4%	0.8	-5.2%	-5.5	2.2%
2: COc1ccc(CNC(=O)CCS(=O)(=O)c2ccc3c(c2)CCN3C(C)=O)cc1
→ -9.1%	6.2	-3.7%	-7.6	7.5%	-3.0%	?	8.8%	2.9	0.1%
3: Cc1cccc2cc(CN(CC3CCCO3)C(=S)NCc3ccco3)c(=O)[nH]c12 (stereo not drawn)
→ -3.9%	20.7	-4.5%	5.0	·	-6.9%	21.1	7.4%	-1.7	-1.5%[46.1 µM]
4: C=CCN1CC(c2nc3ccccc3n2Cc2cccc3ccccc23)CC1=O (stereo not drawn)
→ 2.2%	-7.6	?	8.8	-2.7%	-4.5%	15.6	2.1%	0.4	-1.7%
5: Cc1c(CNC(=O)c2cnn3c2NC(c2ccccc2)CC3C(F)(F)F)cnn1C (stereo not drawn)
→ 1.0%	-6.3	-3.7%	-9.9	-2.0%	6.4%	-7.1	-0.9%	-6.9	·
6: O=C(CSc1nnc(NC(=O)C2CC(=O)N(c3ccccc3)C2)s1)NCC1CCCO1 (stereo not drawn)
→ -5.5%	-5.7	-0.2%	-0.8	-1.4%	0.2%	1.2	?	4.5	1.7%
7: O=C(NCc1cn2ccccc2n1)c1ccc(Br)o1
→ 3.6%	-1.6	?	-1.9	0.5%	·	16.2	-7.3%	3.2	-2.4%
8: Cc1cc2c(c(N3CCOCC3)n1)C(=O)OC2
→ 0.0%	-1.6	2.5%	18.6	1.7%	·	7.7	-7.4%	-0.4	-3.3%
9: O=C(OCC(=O)N1N=C(c2ccc(Cl)cc2)CC1c1ccco1)c1cncc(Br)c1 (stereo not drawn)
→ 0.2%	5.4	1.2%	21.6	·	12.8%	-6.2	·	·	-2.6%
10: O=C(Nc1cc(Cl)ccc1O)C1CC(c2c(F)cccc2Cl)=NO1 (stereo not drawn)
→ 0.6%	4.0	-0.1%	2.5	5.0%	0.9%	-10.1	2.9%	-2.8	·
11: CC(C)CCNS(=O)(=O)c1cc2c3c(c1)CCN3C(=O)CC2
→ -2.0%	-9.0	-1.7%	-6.8	2.9%	-0.5%	10.9	8.7%	0.6	6.5%
12: COc1ccccc1NC(=O)Cn1cnc2sc(C(=O)Nc3ccc(OC)c(OC)c3)c(C)c2c1=O
→ 0.2%	-6.4	-12.9%	-4.0	2.4%	-6.9%	-11.5	-2.3%	·	5.4%
13: CCC(C)(C(=O)Nc1ccccc1C)N(C(=O)CNC(C)=O)c1ccccc1C (stereo not drawn)
→ 0.0%	-2.7	2.4%	12.9	-2.0%	-0.6%	7.2	-7.5%	1.8	2.6%[46.1 µM]
14: O=C(/C=C/Nc1ccccc1Oc1ccccc1)c1ccco1
→ -11.8%	2.8	?	16.7	-0.5%	3.8%	3.8	?	0.4	-4.2%
15: CCCCNC(=O)Cn1nc(C)c(S(=O)(=O)N2CCOCC2)c1C
→ -2.9%	5.0	-1.3%	-0.2	·	-5.4%	-6.1	·	·	-0.8%
16: Cc1cc(C)cc(NC(=O)C(c2ccccc2)N2CCCC2)c1 (stereo not drawn)
→ 1.5%	-2.8	-0.7%	6.0	1.0%	2.4%	8.1	20.6%	0.6	-3.0%[46.1 µM]
17: CC(=O)Oc1ccccc1C(=O)Nc1ccccc1C(=O)N1CCCCC1
→ -1.6%	-11.6	6.4%	-5.4	-1.5%	2.2%	18.1	6.0%	1.7	11.7%
18: COc1ccc(/C=C2/SC(c3ccc(C)cc3)=NC2=O)cc1OC
→ -0.2%	1.4	-4.4%	10.7	1.9%	-5.8%	0.1	?	2.8	-2.1%
19: CC1(C)CN(c2ccc(Br)cc2Br)C1=O
→ -3.4%	·	-0.6%	-16.4	1.0%	2.9%	-2.9	-2.8%	-0.1	-3.1%
20: COc1cc(NS(=O)(=O)c2ccc(NC(=O)c3ccc(C)o3)cc2)nc(OC)n1
→ -0.9%	-35.7	-1.3%	-11.2	-1.7%	14.0%	27.5	27.3%	2.1	·
21: CCN1C(=O)[C@H]2[C@H]3CN=C(SCC4CC4)N3[C@@](Cc3ccccc3)(C(=O)OC)[C@H]2C1=O
→ -7.8%	10.9	-10.1%	-10.5	·	-0.8%	41.8	·	·	1.7%[46.1 µM]
22: COc1ccc(C(CNC(=O)C(CCSC)NC(=O)c2ccccc2Cl)N2CCCCC2)cc1 (stereo not drawn)
→ -0.5%	42.6	0.7%	11.9	·	3.5%	9.8	·	·	0.7%
23: Cc1ccc2c(c1)-n1c(nc3ccccc3c1=O)C(Cc1ccc(O)cc1)NC2=O (stereo not drawn)
→ 2.8%	·	?	·	·	-10.4%	16.1	·	·	·
24: CC(C)c1ccc(NC(=O)c2ccc3snnc3c2)cc1
→ -3.5%	0.6	7.6%	21.2	-1.2%	-2.2%	-9.1	-5.9%	·	-2.1%
25: CCOC(=O)Nc1cccc(OCC(=O)Nc2ccc3c(c2)CCC3)c1
→ -2.1%	22.4	-3.5%	-9.1	·	15.8%	·	·	·	-6.6%
26: Cc1cc(C)cc(NC(=O)Cn2nnc(C(=O)NCc3ccccc3Cl)c2N)c1
→ 3.6%	-23.1	1.5%	6.5&-3.2	-10.1%	6.9%	7.3	0.1%	0.1	-3.1%
27: C/C(=N\NC(=O)Cc1ccccc1)c1ccc(Cl)s1
→ -5.3%	-7.0	5.2%	8.9	5.9%	-5.0%	4.5	-6.3%	·	4.3%
28: NS(=O)(=O)c1ccc(CNc2nc(-c3cccnc3)nc3ccccc23)cc1
→ 17.4%	2.7	-10.1%	-0.2	-1.5%	7.0%	18.4	9.1%	-0.3	-2.6%
29: N#Cc1nc(/C=C/c2ccccc2)oc1NCCCN1CCOCC1
→ 0.4%	4.0	?	10.0	·	24.2%	-5.3	-5.6%	-1.5	-5.1%
30: Cc1ccc(C(=O)OCC(=O)Nc2ccc3c(c2)OCO3)o1
→ -0.5%	-11.4	-12.6%	9.1	-5.0%	-1.2%	-7.8	-0.6%	-1.2	2.5%[46.1 µM]
31: CCc1ccc(NC(=O)NCc2cccnc2)cc1
→ -1.0%	1.6	-7.8%	-24.5	2.3%	6.9%	1.1	-5.9%	-4.3	10.4%
32: O=C(COC(=O)c1n[nH]c2ccccc12)c1ccc(F)c(F)c1
→ 4.1%	-0.9	?	13.2	·	2.5%	2.2	·	·	8.8%
33: NC(=O)CC(NC(=O)c1ccccc1)c1ccc(NCCOc2ccccc2)c([N+](=O)[O-])c1 (stereo not drawn)
→ -3.9%	12.2	?	-23.4	-4.2%	-31.8%	-6.4	-4.8%	0.0	2.7%
34: CCOC(=O)c1ccoc1CSCc1ccc(C(=O)OC)o1
→ 2.7%	-1.3	?	-5.2	-0.4%	-4.9%	2.5	6.6%	-0.5	4.2%
35: CCCNC(=O)NC(=O)CSc1nc2ccccc2c(=O)n1Cc1ccncc1
→ 0.4%	-2.1	-0.9%	8.9	-2.5%	0.7%	18.0	9.6%	4.7	-3.8%
36: Cc1ccc(C(=O)NC(=S)Nn2cnnc2)cc1
→ 4.5%	-2.5	1.8%	-19.7	1.7%	-0.2%	4.6	0.5%	0.5	-1.0%[46.1 µM]
37: CCC(=O)N1CCc2cc(S(=O)(=O)CCC(=O)Nc3ccc(CC)cc3)ccc21
→ 0.1%	-2.2	-1.8%	2.7	1.0%	3.7%	-5.3	9.5%	-0.1	1.8%
38: COC(=O)CN1C(=O)C(C)=C(c2ccc(C)cc2)S1(=O)=O
→ -2.0%	-19.6	0.9%	2.4	-3.8%	2.2%	-7.3	-7.4%	-2.6	·
39: Oc1ccc2ccccc2c1CNc1ccc(Br)cc1
→ -2.8%	12.5	?	3.3	1.0%	36.4%	-0.9	-8.0%	-3.6	-2.3%
40: Cc1c(O)ccc2c(CN3CCN(C/C=C/c4ccccc4)CC3)cc(=O)oc12
→ 2.5%	-75.5*	1.0%	-0.6	0.2%	·	-6.9	35.8%[activator]	-1.4	-7.9%
